Bioassay records as filed in PubChem.
Dynein cargo inh – blocks dynein driven cargo transport along microtubules; 3617.4 mouse cells, GR-EGFP nuclear translocation imaging; test concentration mostly 20 µM; stimulated with dexamethasone, 1 µM; stronger effect = lower value; hit rate 0.47% among 220,000; z-score, hits read low;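 active means plate z-score of nuclear minus cytoplasmic receptor signal below a set negative limit, without overly bright fluorescence or cell loss, cut at about -3.5 in these data, passing the limit was not always enough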;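 further: z-score of nuclear minus cytoplasmic ring GR-EGFP intensity difference per well; some compounds called inactive have numbers as strong as hits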
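Buffer or medium: tetracycline-free induction medium containing charcoal-stripped FBS / Reagent: dexamethasone agonist, 1.0 µM final, for 30 min / Technique: automated 10x imaging of fixed Hoechst-stained cells / Times: induction 48 h, compound 1 h, agonist 30 min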
P. falciparum M17LAP – P. falciparum M17LAP inhibitors, primary screen, biochemical, fluorogenic H-Leu-NHMec substrate, 1536-well (AID 1619); hit rate 0.38% among 220,000; recombinant M17LAP, H-Leu-NHMec fluorogenic kinetic assay; higher % means a stronger effect; one-dose inhibition, % at 30 µM; IC50 in µM for titrated hits;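 active means compound inhibiting the enzyme by more than half at any dose during confirmatory dose-response retesting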;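 further: plate controls were full reaction with DMSO carrier for no effect and no enzyme background for full effect; strong numbers were not always called active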
Hep lipid drop – hepatic lipid droplet formation modulation; AML12 mouse hepatocytes, oleate lipid droplets, BODIPY imaging; inhibition, % at 6.5 µM; hit rate 0.4% among 240,000;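 active means lipid droplet intensity inhibited by at least 50%, with more than 500 cells counted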
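Assay system: AML12 hepatocytes (mouse); Probe or stimulus: oleic acid at 100 µM to induce lipid droplet formation; Dosing: compound at 6.5 µM only; Schedule: compound with oleate, overnight; Detection: fluorescence imaging, 20x objective, two fields per well; Measure: % inhibition of lipid droplet signal.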
CSM14.1 death rescue – rescue of cells from ER stress-induced death, primary screen, 384-well, CSM14.1, thapsigargin, ATP luminescence (AID 1222); 190,000 tested, under 10 active; CSM14.1 thapsigargin-induced death rescue, ATP luminescence; higher % means a stronger effect; cellular ATP content (survival), % at 20 µM; hits with a dose series show EC50 in µM;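 active means EC50 below 50 µM in the dose-response confirmation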;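 further: death triggered by thapsigargin at about 15 µM added after 2 h compound pretreatment; cell ATP read after overnight thapsigargin exposure of roughly 18 to 22 hours; normalized against plate controls of thapsigargin alone and 5% DMSO vehicle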
Insulin prom up – MIN6 insulin promoter up-regulation; AID 1625; z-score at 5 µM; hit rate 0.3% among 190,000; MIN6 insulin promoter-GFP reporter, high-content imaging; stronger effect = higher value;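 active means z-score above 3 at 5 µM with at least 500 cells counted in the well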
Autophagy mod – alters autophagy in cells. MEF GFP-LC3 puncta imaging; test concentration mostly 10 µM. calls only at 10 µM (by protocol). hit rate 0.98% among 190,000;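 active means percentage of spot-positive cells more than 3 SD above its plate mean, without a fluorescence outlier flag or 80% toxicity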;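 further: spot-positive cell cutoff set from DMSO-treated cells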
P. falciparum M1AAP – P. falciparum M1AAP inhibitors, biochemical, fluorogenic H-Leu-NHMec substrate, 1536-well (AID 1445); inhibition, % at 30 µM; hits with a dose series show IC50 in µM; recombinant M1AAP, H-Leu-NHMec fluorogenic kinetic assay; higher % means a stronger effect; hit rate 0.42% among 220,000;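 active means primary inhibition above the hit cutoff, then over 50% inhibition at one or more dose response concentrations, cut at about 23% in these data, passing the limit was not always enough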;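 further: plate controls were DMSO full reaction for no effect and no enzyme background for full effect; strong numbers were not always called active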
Yfh1-off respiration – enhancers of respiration in Yfh1-depleted yeast, dose response, Friedreich's ataxia, plus single-dose screen (AID 1465); fold induction at 50 µM; hits with a dose series show EC50 in µM; hit rate 0.074% among 220,000; S. cerevisiae Yfh1-off respiration, WST-1 reduction, 72 h; higher fold induction means a stronger effect;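 active means fold induction of absorbance versus untreated yeast above a set limit, then at least 30% activation at any dose in follow-up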;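 further: activators that raise dye reduction in frataxin-depleted yeast; strong numbers were not always called active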
MT stabilize HCS – microtubule stabilization, imaging screen; HeLa tubulin immunostaining HCS, 24 h; share of cells brighter than vehicle mean+2SD; % tubulin-high responders, % at 10 µM; hit rate 0.83% among 200,000;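 active means plate Z-score above 3 for both tubulin-high and condensed-nucleus cell shares, with cell loss under 80%, at 10 µM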;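 further: anti alpha tubulin signal scored within the nucleus-defined area of each cell; some results filed as inactive read as strong as hits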
Dynein cargo inh cytoplasmic EGFP – also measured in Dynein cargo inh; calls as there; z-score; measured here: cytoplasmic GR-EGFP intensity; stronger effect = higher value
Dynein cargo inh nuclear GR-EGFP – recorded beside Dynein cargo inh, whose call it bears; z-score; measured here: nuclear GR-EGFP intensity;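 lower value marks the stronger effect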
Dynein cargo inh cell count – second read-out of Dynein cargo inh, no call of its own (marks repeat the call); z-score; measured here: cell count per field
Insulin prom up cell count – recorded beside Insulin prom up, whose call it bears; cell count; measured here: cytotoxicity, nuclei count;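 total cells summed across four imaged fields per well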
Hep lipid drop cells 6.5 µM – further read-out of Hep lipid drop, marked with its call; cell count; measured here: cell count, cytotoxicity flag;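 cells counted across two imaged fields per well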
MT stabilize HCS Hoechst-high % – second read-out of MT stabilize HCS, no call of its own (marks repeat the call); % Hoechst-high responders; measured here: nuclear condensation Hoechst responders;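 share of cells brighter than vehicle mean plus two SD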
MT stabilize HCS cytotoxicity % – second read-out of MT stabilize HCS, no call of its own (marks repeat the call); toxicity, %; measured here: cytotoxicity by cell density;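 0% = mean cell density of plate MIN control wells and 100% = no cells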
Autophagy mod cell loss 18 h – further read-out of Autophagy mod, marked with its call; toxicity, %; measured here: cell loss, nuclei count;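 cell loss after 18 h compound exposure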
* = called active by the depositor; i = inactive; x = not tested or not shown.

Sample of the layout:
SMILES	Dynein cargo inh	Dynein cargo inh cytoplasmic EGFP	Dynein cargo inh nuclear GR-EGFP	Dynein cargo inh cell count	P. falciparum M17LAP	Hep lipid drop	Hep lipid drop cells 6.5 µM	CSM14.1 death rescue	Insulin prom up	Insulin prom up cell count	Autophagy mod	Autophagy mod cell loss 18 h	P. falciparum M1AAP	Yfh1-off respiration	MT stabilize HCS	MT stabilize HCS Hoechst-high %	MT stabilize HCS cytotoxicity %
COc1cccc(-c2nc(CS(=O)(=O)CC(=O)Nc3c(C)cccc3C)c(C)o2)c1	-0.54	-0.18	0.048	-0.22	4%	10	616	x	-0.1	1998	i	8	10%	i	1.4	2.7	7.9
O=[N+]([O-])c1ccc(S(=O)(=O)Nc2ccc(-c3csc(-c4ccccc4)n3)cc2)cc1	-0.083	-0.22	-0.18	0.62	3%	x	x	1.2%	0.71	1480	i	2	-5%	i	1.8	1.3	12

The listing, previewed entries included:
SMILES	Dynein cargo inh	Dynein cargo inh cytoplasmic EGFP	Dynein cargo inh nuclear GR-EGFP	Dynein cargo inh cell count	P. falciparum M17LAP	Hep lipid drop	Hep lipid drop cells 6.5 µM	CSM14.1 death rescue	Insulin prom up	Insulin prom up cell count	Autophagy mod	Autophagy mod cell loss 18 h	P. falciparum M1AAP	Yfh1-off respiration	MT stabilize HCS	MT stabilize HCS Hoechst-high %	MT stabilize HCS cytotoxicity %
COc1cccc(-c2nc(CS(=O)(=O)CC(=O)Nc3c(C)cccc3C)c(C)o2)c1	-0.54	-0.18	0.048	-0.22	4%	10	616	x	-0.1	1998	i	8	10%	i	1.4	2.7	7.9
O=[N+]([O-])c1ccc(S(=O)(=O)Nc2ccc(-c3csc(-c4ccccc4)n3)cc2)cc1	-0.083	-0.22	-0.18	0.62	3%	x	x	1.2%	0.71	1480	i	2	-5%	i	1.8	1.3	12
Cc1cccc(-c2nc(CN3CCCC(C(=O)NC4CCCCC4)C3)c(C)o2)c1 (centres undefined)	0.44	-0.17	0.53	0.51	5%	x	x	4.6%	x	x	i	1	7%	i	4.6	1.1	16
COc1ccc(C(=O)N=c2c(C#N)cc3c(=O)n4cccc(C)c4nc3n2Cc2ccco2)cc1	-0.48	1	-0.031	1.3	-375%	18	788	-0.7%	-0.22	956	i	27	6%	x	3.3	1.7	2.2
O=C(O)C1=C[C@@H](C2CC2)C[C@@H](OCc2ccc(CO)cc2)O1	-1.1	-0.27	-0.31	0.89	6%	6	658	2.5%	0.66	1285	i	5	6%	i	1.9	2.0	6.6
COc1cc(OC)c(/C=N/n2c(C)nnc2C)c(OC)c1	0.92	-0.3	-0.018	0.1	17%	-10	614	1.8%	0.37	1322	i	-10	16%	i	2.8	2.7	7.2
CC(C)NC(=O)COC(=O)c1ccc(Cl)c(S(=O)(=O)N2CCCC2)c1	-0.34	-0.22	0.41	0.27	5%	8	807	4.4%	-0.22	891	i	-21	8%	i	3.5	1.3	4.9
COc1ccc(S(=O)(=O)NCCC(C)C)cc1C	1	0.039	0.21	-0.11	4%	-21	791	6.8%	0.45	918	i	-3	3%	i	1.8	1.3	12
Cc1cc(C)n(-c2nnc(C)n2/N=C/c2ccccc2F)n1	-0.31	-0.067	0.16	-0.12	-6%	-1	741	0.1%	-0.53	928	i	4	1%	i	2.3	1.0	10
C=CCn1c(SC2CCOC2=O)nc2sc(C)c(C)c2c1=O (centres undefined)	-0.03	-0.27	-0.14	1.3	13%	5	760	-1.3%	x	x	i	-1	1%	i	3.0	1.6	4.4
Nc1ncnc(N2CCOCC2)c1N	-0.3	-0.28	-0.31	-0.17	-6%	x	x	-3.7%	-0.13	1329	i	4	4%	i	3.2	2.4	4.2
O=C(CSc1nc(-c2ccco2)cc(C(F)(F)F)n1)NCCCN1CCOCC1	0.18	-0.31	-0.42	0.9	24%	-6	685	0.3%	0.22	1528	i	-11	7%	i	2.5	0.9	5.6
CCOP(=O)(OCC)C(O)c1cc(OC)c(OC)c(OC)c1 (centres undefined)	0.84	-0.27	0.76	-1.1	9%	-17	684	-3.1%	1.1	1486	i	11	1%	i	4.4	2.6	4.9
O=C(NCCCn1ccnc1)NC(C(F)(F)F)C(F)(F)F	-0.53	-0.28	-0.52	0.11	-6%	13	770	0.1%	0.19	1217	i	-3	0%	i	2.2	2.6	4.6
CCc1ccc(OCC(=O)NNC(=O)CSc2ncnc3sc(C)c(C)c23)cc1	0.6	-0.22	0.67	0.36	6%	x	x	-1.0%	0.47	1472	i	15	2%	i	4.7	1.6	4.1
N#Cc1c(-c2ccco2)c2c([nH]c1=S)CCCC2	x	x	x	x	9%	12	680	-2.1%	0.95	1806	x	x	8%	i	x	x	x
Cc1nc2cc(-c3cccs3)[nH]n2c(=O)c1C	-1.8	0.0053	-1.1	1.6	11%	x	x	x	x	x	i	-10	13%	i	2.1	1.5	7.8
Cc1nc(NCCc2ccc(S(N)(=O)=O)cc2)c2c(C)c(C)sc2n1	-0.41	-0.2	0.36	0.29	-5%	1	752	0.2%	x	x	i	29	-4%	i	1.5	1.1	5.3
O=C(OCC#CCSc1nnc(-c2ccc(Br)cc2)o1)c1cccs1	-0.041	-0.2	0.93	-0.73	2%	2	747	-2.0%	-0.13	1093	i	-4	-1%	i	3.1	1.8	2.5
COc1ccccc1OCCC(=O)OCC(=O)NC(C)c1ccccc1 (centres undefined)	0.028	-0.15	0.089	0.017	5%	-39	681	-3.1%	-0.3	1548	i	0	-1%	i	6.3	3.2	7.9
Cc1ccc2[nH]c(=O)c(C(c3nnnn3CC3CCCO3)N3CCOCC3)cc2c1 (centres undefined)	0.43	-0.3	0.072	-0.012	17%	x	x	-4.2%	-0.59	1232	i	0	6%	i	3.4	3.1	3.6
COc1ccc(NC(=S)N/N=C/c2cccn2Cc2ccc(F)cc2Cl)cc1	0.87	-0.25	0.0015	-0.66	9%	-36	677	5.6%	-0.24	1183	i	2	13%	i	4.7	1.2	18
O=C(c1cccc2c1C(=O)N(Cc1cccnc1)C2)N1CCN(c2ccccc2)CC1	-1.4	-0.26	-0.65	1.5	-4%	0	723	-1.9%	0.48	1312	i	-1	-4%	i	2.6	1.8	5.0
Cc1ccc(S(=O)(=O)NC(CC(=O)NCc2ccco2)c2ccco2)cc1 (centres undefined)	-0.58	0.02	0.077	0.4	13%	1	643	0.5%	-0.05	1770	i	19	6%	i	4.8	1.3	13
CC(NC(=O)c1ccco1)c1cccc2ccccc12 (centres undefined)	-0.86	-0.26	-0.39	0.26	-17%	-18	761	-0.2%	x	x	i	-5	4%	i	2.6	2.4	8.8
Cc1nc(-c2ccc(C#N)cc2)cs1	1.1	-0.23	0.35	-1.1	-3%	2	716	x	x	x	x	x	1%	i	x	x	x
CCc1cc2ccc(C)cc2nc1SCC(=O)NNC(=O)c1ccco1	0.038	-0.27	0.01	0.47	2%	-17	443	-1.4%	0.32	1383	i	16	1%	i	3.1	1.7	5.8
C=C(C)c1cccc(C(C)(C)NC(=O)N2CCC(C)CC2)c1	0.09	-0.35	-0.2	0.37	7%	0	751	-1.3%	0.44	901	i	-5	5%	i	1.3	1.0	3.9
O=C(NC1CC1)C(=O)c1c(-c2ccccc2)[nH]c2ccccc12	-0.38	-0.24	0.62	-0.14	15%	-1	737	8.2%	-0.16	1322	i	-49	8%	i	2.7	1.8	0.9
Cc1ccc(C(=O)NCC(=O)N/N=C/c2cccs2)cc1C	-0.71	-0.26	-0.59	0.49	6%	-3	667	-1.6%	1.2	1605	i	0	8%	i	3.2	2.5	7.2
Cc1ccc(C(=O)Nc2c(C)n(C)n(-c3ccccc3)c2=O)cc1	-0.44	-0.23	-0.27	0.56	-4%	2	729	0.2%	0.47	1603	i	-4	2%	i	2.5	1.9	8.7
CC1CN(C(=O)c2ccc3c(c2)OCO3)CC(C)O1 (centres undefined)	2.1	-0.2	0.89	-0.74	5%	8	748	-0.8%	1.6	935	i	35	-2%	i	2.4	1.7	4.8
CC(=O)Nc1ccc(C(=O)CSc2nnc(Cc3ccccc3)o2)cc1	0.04	-0.055	0.23	0.6	-1%	-12	590	-1.3%	2.5	796	i	6	4%	i	2.1	0.7	8.1
O=C(CN1C(=O)C2C3CCC(C3)C2C1=O)OCC(=O)c1cccc([N+](=O)[O-])c1 (centres undefined)	-0.16	-0.23	-0.077	0.81	5%	-23	661	-1.6%	-0.29	1283	i	6	1%	i	2.0	1.1	5.3
COc1ccc(NC(=O)CNS(=O)(=O)c2cccs2)c(OC)c1	-0.46	-0.18	-0.23	0.42	12%	10	827	-3.4%	x	x	i	-4	8%	i	1.0	1.3	3.3
Cc1c(Cl)ccc(S(=O)(=O)N2CCN=C2c2ccccc2)c1Cl	0.1	-0.11	-0.27	-0.21	-1%	-33	669	-0.3%	0.89	1259	i	-1	8%	i	4.0	4.1	7.0
COC(=O)c1ccc(N(C(=O)c2ccco2)C(C(=O)NC2CCCC2)c2ccco2)cc1 (centres undefined)	0.97	-0.25	0.45	1.1	-2%	-22	727	-0.8%	x	x	i	1	6%	i	2.0	1.9	5.3
CCN1CCN(CC(=O)Nc2sc3c(c2C#N)CCC(C)C3)CC1 (centres undefined)	-0.44	-0.22	-0.098	0.43	3%	x	x	-1.6%	0.22	1016	i	-5	4%	i	1.8	2.2	4.7
CCOC(=O)c1c(-c2ccc(C)cc2)csc1NC1=NS(=O)(=O)c2ccccc21	1.8	-0.0039	0.71	-0.94	-8%	-4	623	-3.2%	0.48	1305	i	3	6%	i	1.7	5.2	10
C=CCn1c(NCc2ccccc2)nc2ccccc21	-0.76	-0.17	-0.15	0.15	15%	x	x	4.5%	x	x	i	9	0%	i	4.8	2.7	8.8
